High-throughput results (PubChem)
G6PDH counter = L. mesenteroides G6PDH inhibition counter-screen. Purified L. mesenteroides G6PDH, diaphorase/resazurin coupled fluorescence, 45 min. inhibition, % at 5 µM. 0.12% of 200,000 active. AID 1020; in the data active means inhibition above about 50%
Diaph inh CS = counter-screen for diaphorase-based assays: diaphorase inhibitors and chemical oxidizers | diaphorase resazurin-to-resorufin fluorescence, NADH, 16 min; bacterial (C. kluyveri) enzyme, not human | inhibition, % at 20 µM | 0.69% of 190,000 active;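 active means primary screen inhibition at 20 µM above a set limit, cut at about 50% in these data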;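 further: plate controls were DMSO with full reaction for no effect and wells lacking NADH for full effect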
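System: Diaphorase enzyme from Clostridium kluyveri | Amount: Enzyme working solution with 0.14 U/mL diaphorase | Benchmarks: No-NADH positive control and DMSO neutral control | Signal: Fluorescence of resorufin formed from resazurin, Ex 544/Em 590 nm | Schedule: 16-min room-temperature incubation before reading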
STAT1 activator = STAT1 signaling activation. NIH 3T3 STAT1-luciferase reporter, IFN-gamma, luminescence; 100% = IFN-gamma alone, no compound. activation (% of control), % at 5.5 µM. 2.6% of 200,000 active. AID 932;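 active means activation above the screen-wide mean activation plus 3 SD, cut at about 130% in these data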;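 further: raw ratio to IFN-gamma control signal so 100% means no change and 0% no light; values of inactives mirror those of a sister screen read the other way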
Diaphorase act = counter-screen for diaphorase-based assays: diaphorase activators and chemical reducers; Diaphorase/resazurin coupled assay, resorufin fluorescence, 16 min; hits give high values; 1 = vehicle wells, 0 = NADH-free wells; activation factor at 20 µM; 0.005% of 190,000 active; AID 1229;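 active means diaphorase activity raised at least twofold by the compound at 20 µM; inactive means activation factor below 2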
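Test system: Clostridium kluyveri diaphorase, purified enzyme; input: enzyme 0.07 U/mL final; buffer or medium: 50 mM HEPES pH 7.4 with 4.542 mM MgCl2, 0.005% Tween 20; also added: 0.114 mM NADH and 0.1 mM resazurin, final amounts; schedule: 16 min enzyme reaction, ambient temperature; technique: fluorescence of resorufin, 544 nm excitation, 590 nm emission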
STAT1 blocker = STAT1 signaling inhibition. NIH 3T3 STAT1-luciferase reporter, IFN-gamma, luminescence. inhibition, % at 5.5 µM. AID 920. 0.35% of 200,000 active;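 active means inhibition above a set limit, the mean inhibition across all tested compounds plus 3 SD, cut at about 34% in these data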;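 further: 0% = IFN-gamma with DMSO and 100% = IFN-gamma with 300 µM nifuroxazide; values of inactives mirror those of a sister screen read the other way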
APP 5UTR inh = APP translation inhibition | SH-SY5Y APP 5'UTR-luciferase reporter, luminescence | inhibition, % at 2 µM | 0.82% of 190,000 active | AID 1285;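 active means inhibition above a set limit, derived from the sample mean plus 3 SD, cut at about 45% in these data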; further: values of inactives mirror those of a sister screen read the other way
STAT3 inh = STAT3 signaling inhibition | U3A cells, IL-6 STAT3-luciferase reporter, luminescence; host cell line lacks STAT1 | inhibition, % at 5.5 µM | 0.89% of 190,000 active | AID 862;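 active means inhibition above the mean inhibition across all screened compounds plus 3 SD, cut at about 44% in these data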;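 further: 0% = DMSO only wells and 100% = 100 µM nifuroxazide control wells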
STAT3 activator = increases IL-6 driven STAT3 reporter signal; activation (% of control), % at 5.6 µM; U3A cells, IL-6 STAT3-luciferase reporter, luminescence; 100% = signal with IL-6 EC80 alone; 0.91% of 190,000 active;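 active means activation above the screen-wide mean of compound activation plus 3 SD, cut at about 130% in these data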;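 further: 0% = background luminescence of wells with medium and substrate only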
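system = STAT3-luciferase reporter U3A cells | reagent = IL-6 stimulus at 33 ng/mL final | timing = 1 h compound pre-exposure, 6 h IL-6 stimulation, 37 °C | measured by = luminescence | evaluation = % activation versus median of IL-6-stimulated wells | control set = IL-6-only wells as 100% reference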
Hsp70 activator = switches on Hsp70 transcription. HeLa Hsp70 promoter luciferase reporter, luminescence; scaled: vehicle 0, proteasome-inhibitor control 100%. activation, % at 10 µM. 0.04% of 200,000 active. AID 1203;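 active means activation above the mean across all tested compounds plus 3 SD, cutoff set per campaign, cut at about 5.5% in these data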;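 further: 100% = MG132 at 30 µM as the positive control and 0% = DMSO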
TLR4-MyD88 BLA = blocks binding of human TLR4 to MyD88; inhibition, % at 8.4 µM; 0.18% of 200,000 active; O00206+Q99836; HeLa CL3-4 TLR4/MyD88 BLA complementation, FRET ratio; in the data active means inhibition above about 25%;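 further: 0% = vehicle and 100% = reference inhibitor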
Target sequence (O00206 whole entry, looked up): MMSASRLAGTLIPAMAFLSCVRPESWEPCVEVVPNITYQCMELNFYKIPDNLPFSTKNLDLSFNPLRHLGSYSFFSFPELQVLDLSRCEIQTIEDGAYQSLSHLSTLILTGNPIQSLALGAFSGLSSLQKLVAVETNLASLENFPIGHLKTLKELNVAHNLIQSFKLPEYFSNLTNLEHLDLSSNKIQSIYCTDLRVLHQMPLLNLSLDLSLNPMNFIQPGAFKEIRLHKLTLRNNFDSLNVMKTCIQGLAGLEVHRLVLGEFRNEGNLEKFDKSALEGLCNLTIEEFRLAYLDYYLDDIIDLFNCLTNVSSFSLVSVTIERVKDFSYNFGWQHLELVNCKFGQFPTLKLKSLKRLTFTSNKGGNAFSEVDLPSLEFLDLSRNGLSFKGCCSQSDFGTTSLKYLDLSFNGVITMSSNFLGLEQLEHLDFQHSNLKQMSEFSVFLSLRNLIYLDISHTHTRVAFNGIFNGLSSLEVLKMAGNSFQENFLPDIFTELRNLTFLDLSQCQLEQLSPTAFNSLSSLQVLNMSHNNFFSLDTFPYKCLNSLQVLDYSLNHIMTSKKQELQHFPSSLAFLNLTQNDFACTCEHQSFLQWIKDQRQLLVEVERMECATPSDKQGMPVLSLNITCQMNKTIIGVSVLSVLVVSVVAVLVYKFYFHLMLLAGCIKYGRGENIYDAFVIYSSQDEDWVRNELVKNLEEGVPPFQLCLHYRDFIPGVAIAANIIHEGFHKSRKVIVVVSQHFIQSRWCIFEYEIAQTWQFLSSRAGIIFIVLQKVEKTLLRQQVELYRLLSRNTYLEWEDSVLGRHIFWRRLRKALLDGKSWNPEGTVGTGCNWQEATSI
Target sequence (Q99836 whole entry, looked up): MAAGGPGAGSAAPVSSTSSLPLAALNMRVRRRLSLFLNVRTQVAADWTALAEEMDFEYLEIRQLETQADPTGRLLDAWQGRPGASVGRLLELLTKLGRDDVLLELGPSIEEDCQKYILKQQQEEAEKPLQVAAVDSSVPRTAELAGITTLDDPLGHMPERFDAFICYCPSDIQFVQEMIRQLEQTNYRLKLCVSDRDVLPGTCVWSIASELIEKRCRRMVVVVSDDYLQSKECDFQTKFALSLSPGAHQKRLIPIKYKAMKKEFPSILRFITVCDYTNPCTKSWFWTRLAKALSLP
The depositor's hits bear a star; . = no result given.

Compound	STAT3 inh	APP 5UTR inh	Hsp70 activator	STAT3 activator	Diaphorase act	Diaph inh CS	TLR4-MyD88 BLA	G6PDH counter	STAT1 blocker	STAT1 activator
N/C(=N\c1nc2ccccc2o1)NC(=O)C(Cc1ccccc1)N1C(=O)c2ccccc2C1=O (centres undefined)	-16	6	-0.2	118	0.8	20	3	8	0	100
O=C1/C(=C\c2ccncc2)SC(=S)N1C1CCCCC1	2	-6	-0.2	99	1.1	-5	5	-4	6	95
COc1ccc(/C=N/NC(=O)c2cccc(Br)c2)cc1Cn1cc(Cl)cn1	11	0	-0.4	99	0.9	13	1	7	-7	107
CCCN(CC(=O)Nc1ccc(F)c(F)c1F)Cc1cc(=O)n2ccsc2n1	-5	16	0.0	112	0.9	7	-8	4	-1	102
CN(c1cccc(NS(=O)(=O)c2cccs2)c1)S(C)(=O)=O	6	-8	-0.2	98	1	1	4	9	8	87
CN(C)c1ccc(/C=N/N2C(=N)N(c3ccccc3)C(=S)C2=Nc2ccccc2)cc1	1	-180	0.1	102	.	.	-4	.	-80	163*
CCOC(=O)C1CCCN(c2c(Nc3cc(C)cc(C)c3)c(=O)c2=O)C1 (centres undefined)	9	-8	-0.2	100	0.9	5	-9	5	2	98
CCOc1cc(C2NC(=O)NC(c3ccccc3)=C2C(C)=O)ccc1OCC(N)=O (centres undefined)	11	13	0.0	93	1	4	2	1	8	93
CC1OC23CCCCC2C(C#N)(C(=N)O3)C1(C#N)C#N (centres undefined)	-6	24	-0.2	108	0.8	18	7	6	-2	104
Cc1ccc(S(=O)(=O)N2CCN(c3ccc([N+](=O)[O-])c(Sc4nncn4C)c3)CC2)cc1	1	9	-0.1	99	0.8	17	5	-10	4	96
Cc1ccc(C)c(N2CCN(C(=S)Nc3ccc4nc(N5CCOCC5)cc(C)c4c3)CC2)c1	17	-30	-0.5	89	0.8	21	0	7	-14	113
CC(C)c1nnc(NC(=O)c2ccc3c(c2)OCO3)s1	79*	-148	4.8	32	1	4	-2	33	22	79
COCCNC(=O)CNC(=S)N(Cc1ccccc1)Cc1cccnc1	2	.	-0.2	99	1	0	-7	-8	10	91
Cc1ccc(C)c(OCC(O)CN2C(C)CCCC2C)c1 (centres undefined)	1	-15	-0.3	103	0.9	10	-5	-1	2	98
Cc1c(Cl)c(=O)oc2cc(OCC(=O)NCc3cccs3)ccc12	12	-8	-0.4	90	0.9	6	2	1	-7	106
CCOc1cc(C2C(C#N)=C(N)Oc3n[nH]c(-c4ccncc4)c32)cc([N+](=O)[O-])c1O (centres undefined)	-5	18	-0.3	108	0.9	8	-5	3	13	88
Cc1ccc(NC(=S)N(Cc2cccs2)Cc2cc3cccc(C)c3[nH]c2=O)cc1	-1	-8	-0.5	102	0.9	8	-8	-26	-7	106
CCOC(=O)CC1=C(C(=O)OCC)C(c2ccc(C)o2)C(C#N)=C(N)O1 (centres undefined)	9	11	-0.3	95	0.9	8	4	-10	9	91
O=S(=O)(Nc1ccc(S(=O)(=O)N2CCCCC2)cc1)c1ccc(Br)s1	2	-17	0.7	100	0.9	13	-11	3	1	99
Cc1ccc(-c2nc(-c3ccccc3)no2)c(Cl)c1	101*	-166	-0.1	20	0.9	14	-3	9	69*	38
O=C(CP(=O)(CO)CO)c1ccc(Cl)cc1	4	0	-0.3	101	1	0	5	12	7	94
CSc1nnnn1CCn1nnnc1SC	12	-12	-0.1	93	0.8	17	3	-7	2	98
Cc1nc2nc(-c3cccnc3)[nH]n2c(=O)c1C	5	-2	-0.4	101	0.8	17	-9	0	-5	104
COc1ccc(-c2nnc(SCC#N)o2)cc1	17	7	0.1	89	0.9	13	-4	-11	-4	104
Cc1ccc(S(=O)(=O)NCCOc2nc(N3CCOCC3)nc(N3CCOCC3)n2)cc1	-8	10	-0.3	107	0.9	15	-2	4	5	96

Compound	STAT3 inh	APP 5UTR inh	Hsp70 activator	STAT3 activator	Diaphorase act	Diaph inh CS	TLR4-MyD88 BLA	G6PDH counter	STAT1 blocker	STAT1 activator
CC(=O)Nc1ccc(C(=S)NCC2(N(C)C)CCCCC2)cc1	7	13	0.2	100	1	-3	-4	4	-26	122
CCOC(=O)c1sc(NC(=O)Cc2c(F)cccc2Cl)nc1C	28	-25	0.1	79	1	2	1	4	-5	103
O=C(CS(=O)(=O)c1ccccc1)Nc1nc(-c2ccccc2)cs1	9	-2	-0.4	93	0.8	19	6	-24	-2	102
Cc1nc(C)n(C(C)CC(=O)O)n1 (centres undefined)	26	17	1.0	83	1	0	8	5	5	96
COc1ccccc1CNC(=O)Cn1cccc1	-3	-8	-0.2	101	1	1	5	6	-4	104
CCC1Oc2ccccc2N(CC(=O)NCCc2ccc(OC)c(OC)c2)C1=O (centres undefined)	-1	-11	0.1	103	1.1	-6	-10	1	0	100
CC(=O)/C(C#N)=C1\NC(=O)C(Cc2ccccc2)S1 (centres undefined)	-18	5	-0.4	121	0.9	10	16	6	8	93
COc1ccccc1Nc1nc(N)nc(CSc2nnc(C)s2)n1	3	-12	-0.1	100	1	-4	-4	0	1	99
COc1ccc(Nc2ncc(C(=O)O)c3ccccc23)cc1	1	12	-0.2	99	0.9	12	-5	4	-5	104
Cn1cc2cccc([N+](=O)[O-])c2n1	3	6	-0.4	107	0.8	20	1	-1	3	96
O=C(CN(C1CCCCC1)S(=O)(=O)c1ccccc1)NCc1cccnc1	-4	-3	-0.2	103	1	4	-4	0	3	97
COc1cc(CCC(=O)N2CCN(c3ncccn3)CC2)cc(OC)c1OC	13	-10	-0.1	92	0.9	5	0	-4	-2	100
Cc1ccccc1N1CC(O)(c2cccs2)[N+]2=C1CCCC2 (centres undefined)	0	-4	-0.4	103	0.9	5	2	-2	18	82
O=c1c(-c2ccc(O)cc2)coc2cc(OC3OC(CO)C(O)C(O)C3O)ccc12 (centres undefined)	8	-37	0.2	90	1	4	0	8	-28	126
Cc1ccc(C(C(=O)NC2CCCCC2)N(CC2CCCO2)C(=O)CNC(=O)c2ccco2)cc1 (centres undefined)	7	3	-0.2	98	0.9	8	5	13	-2	102
CCOc1ccc(CCNC(=O)CSc2nnnn2C)cc1OCC	22	-13	-0.2	89	1	3	-4	7	-5	102
Cc1cc(-c2ccc(N3C(=O)CCC3=O)c(C)c2)ccc1N1C(=O)CCC1=O	10	0	-0.2	95	0.8	17	-1	6	-5	104
COc1ccccc1Nc1ncc(-c2cccs2)s1	-61	-9	0.2	156*	0.7	32	10	2	-40	136*
CCNc1[nH]c(=O)n(C)c(=O)c1N=O	6	-8	-0.2	99	0.9	12	-6	7	-2	102
CCOC(=O)c1c(NC(=O)CSc2nnc(-c3cccnc3)o2)sc(C)c1C	-2	-23	0.0	105	1	1	-13	-2	2	98
CS(=O)(=O)Nc1ccc(C(=O)NCCC2=CCCCC2)cc1	-7	-25	-0.3	110	0.8	16	-12	-12	-16	115
Cc1cccc(N2CCN(C(=O)CSc3ccsc3[N+](=O)[O-])CC2C)c1 (centres undefined)	-4	6	-0.3	103	1	-2	3	4	15	87
N#Cc1c(-c2cccc(Br)c2)cc(-c2cccnc2)nc1N	3	-12	-0.2	101	1.1	-7	-8	11	2	98
Cc1cccc(NC(=O)CSc2nc3ccc(NC(=O)CSc4nnnn4-c4ccccc4)cc3s2)c1C	1	-8	0.2	108	0.9	9	-7	-5	3	95
Cc1ccc(Cn2nnnc2CN2CCC(NC(=O)C(C)(C)C)CC2)cc1	2	-10	-0.1	101	.	.	12	21	0	98

Compound	STAT3 inh	APP 5UTR inh	Hsp70 activator	STAT3 activator	Diaphorase act	Diaph inh CS	TLR4-MyD88 BLA	G6PDH counter	STAT1 blocker	STAT1 activator
COc1ccc(NC(=O)/C=C/c2cc(OC)c(OC)c(OC)c2)cn1	22	2	-0.2	87	1.1	-7	14	5	-1	100
COc1ccc(NC(=O)c2ccc(NCCCN3CCOCC3)c([N+](=O)[O-])c2)cc1	9	-5	-0.4	91	0.9	9	-9	-12	1	99
CCN1CCN(c2cc(=O)n(Cc3ccc(F)cc3)c(=O)[nH]2)CC1	-4	-5	0.0	105	1	1	4	10	1	98
Cc1ccccc1CC1(CO)CCCN(C(=O)c2ccc(F)cc2)C1 (centres undefined)	16	-3	0.1	96	0.9	13	1	10	-1	100
COC(=O)Nc1snnc1C	2	-9	0.0	99	0.9	8	-2	15	0	100
O=C(O)/C=C\C(=O)Nc1ccc(OCc2ccccc2)cc1	-3	-1	-0.2	103	0.9	13	11	-1	-24	120
CCC(C(=O)NC1CCCC1)N(C(=O)Cn1nnc(-c2cccs2)n1)c1cnc2ccccc2c1 (centres undefined)	5	6	0.1	99	1	3	24	-15	13	88
